FN deposition inh: fibronectin deposition inhibition | AH1F fibroblasts, Alexa488-fibronectin deposition fluorescence, overnight | inhibition, % at 12.6 µM | hit rate 0.086% among 350,000 | AID 743247;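 active = mean inhibition across replicates of 30% or more, regardless of how many single replicates reach that level; inconclusive = mean under 30% yet at least half of replicates reach 30%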;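 also: positive control wells lacked labelled fibronectin entirely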
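Schedule: 1 h cell adhesion before compound, then overnight fibronectin incubation; test system: AH1F fibroblast monolayer depositing Alexa488-labelled fibronectin into matrix; quantity: 10000 AH1F cells per well; probe or stimulus: fluorescent fibronectin at 24 nM final; signal: fluorescence, ex 485 nm, em 525 nm; evaluation: percent inhibition as loss of matrix-bound fibronectin fluorescence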
EWS-Fli block: inhibitors of EWS/Fli oncoprotein transcriptional activity. hit rate 0.67% among 350,000. inhibition, % at 12.6 µM. A673 NR0B1-luciferase reporter, viability-normalised;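 active = mean inhibition of at least 50% after viability correction, with every replicate also passing that limit; inconclusive = mean reaches 50% but only one of two replicates passes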;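 also: firefly luciferase signal divided by Alamar Blue viability fluorescence both relative to DMSO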
PglD inh: PglD (C. jejuni) enzyme inhibition; purified PglD enzyme, DTNB colorimetric CoA detection; inhibition, % at 12.5 µM; hit rate 0.098% among 360,000; AID 602405; in the data active = inhibition above about 16%, passing the limit was not always enough; inconclusive = no clear call, values can overlap the other calls; also: strong numbers were not always called active
PGC1a acetyl inh: lowers PGC1a acetylation signal in U2OS cells; AlphaScreen anti-acetyl-lysine; with virally co-expressed GCN5 acetyltransferase; inhibition, % at 15.6 µM; hit rate 0.17% among 350,000;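 active = every replicate shows inhibition of at least 40%; inconclusive = mean inhibition at least 40% but some replicate below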;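 also: 0% = neutral control wells and 100% = positive control wells; some results beyond the cut were filed as inactive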
LGR2 inh: blocks bursicon-induced cAMP signaling via Drosophila LGR2. AID 720647. hit rate 0.35% among 380,000. inhibition, % at 9.99 µM. HEK293 LGR2, CRE-luciferase, bursicon-stimulated, 4 h;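 active = drop in luminescence signal, shown as inhibition above about 50% in the replicate tests, limit read from the data, passing the limit was not always enough; inconclusive = probably only some replicates passing the limit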;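 also: agonist challenge used bursicon conditioned medium at about half maximal strength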
S100A4 inh HTS: inhibitors of human S100A4 binding to myosin IIA peptide; P26447; S100A4/TAMRA-MyoIIA peptide fluorescence polarization; inhibition, % at 10.7 µM; hit rate 0.14% among 360,000; AID 652163;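 active = mean inhibition of at least 70% across replicates, with every replicate also reaching that level; inconclusive = mean inhibition reaches 70% but some replicates fall short; inactive = mean inhibition below 70%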
Target sequence (P26447 whole entry, looked up): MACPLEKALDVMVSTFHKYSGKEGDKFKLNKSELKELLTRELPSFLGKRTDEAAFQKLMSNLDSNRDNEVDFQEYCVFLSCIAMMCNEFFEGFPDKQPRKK
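Material: S100A4 monomer protein | Medium: HEPES pH 7.2 with CaCl2, KCl, NaCl, DTT, Triton | Reagent: Labelled myosin peptide probe, 5 nM | Doses: One dose per compound | Times: 5 min incubation before reading | Benchmarks: Neutral control DMSO, positive control TFP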
ERAP1 HTS inh: ERAP1 (human) enzyme inhibition; inhibition, % at 10.7 µM; recombinant ERAP1, Leu-AMC fluorescence, 60 min; Q9NZ08; hit rate 0.15% among 340,000;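 active = mean replicate inhibition of at least 30%, or all replicates individually reaching that 30% level; inactive = mean below 30% and not every replicate reaching it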;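 also: 0% = neutral control wells and 100% = L-leucinethiol positive control wells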
Target sequence (Q9NZ08 whole entry, looked up): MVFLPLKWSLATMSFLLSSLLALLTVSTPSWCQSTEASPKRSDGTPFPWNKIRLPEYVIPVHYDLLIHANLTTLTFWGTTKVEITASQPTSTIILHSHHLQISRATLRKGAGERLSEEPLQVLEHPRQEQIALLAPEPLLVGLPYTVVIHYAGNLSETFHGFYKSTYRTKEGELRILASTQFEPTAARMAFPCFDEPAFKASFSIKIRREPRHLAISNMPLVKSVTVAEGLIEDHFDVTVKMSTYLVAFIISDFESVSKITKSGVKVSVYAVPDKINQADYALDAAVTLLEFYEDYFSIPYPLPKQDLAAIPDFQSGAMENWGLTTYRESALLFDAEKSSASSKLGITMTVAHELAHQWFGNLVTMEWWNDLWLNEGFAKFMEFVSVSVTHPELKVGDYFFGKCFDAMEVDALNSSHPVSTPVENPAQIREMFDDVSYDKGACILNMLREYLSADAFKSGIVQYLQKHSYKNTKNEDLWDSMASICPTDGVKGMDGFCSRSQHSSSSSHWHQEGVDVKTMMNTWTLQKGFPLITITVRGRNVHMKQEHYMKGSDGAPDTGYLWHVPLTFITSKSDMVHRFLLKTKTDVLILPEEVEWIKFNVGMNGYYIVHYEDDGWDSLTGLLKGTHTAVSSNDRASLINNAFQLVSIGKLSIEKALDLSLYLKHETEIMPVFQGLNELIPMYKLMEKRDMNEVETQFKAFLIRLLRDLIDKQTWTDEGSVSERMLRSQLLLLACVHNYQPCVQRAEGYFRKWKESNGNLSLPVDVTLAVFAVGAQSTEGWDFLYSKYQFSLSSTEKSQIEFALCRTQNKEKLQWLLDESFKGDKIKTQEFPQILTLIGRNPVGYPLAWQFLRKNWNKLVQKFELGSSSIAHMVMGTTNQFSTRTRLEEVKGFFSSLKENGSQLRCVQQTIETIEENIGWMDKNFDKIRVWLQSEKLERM
PAX8 inh HTS: inhibitors of PAX8 transcriptional activity in RMG-I cells | RMG-I TPO-luciferase reporter, SteadyGlo, 24 h | inhibition, % at 12.6 µM | hit rate 1.2% among 360,000 | AID 652154;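 active = mean replicate inhibition at least 60% with every replicate also reaching 60%; inconclusive = only one of the two criteria is met; inactive = mean below 60% and not all replicates reaching 60%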;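 also: luciferase light reporting Pax8 driven TPO promoter activity; plate controls were median of neutral control wells for no effect and mitoxantrone controls for full effect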
Active calls of the source: *; ? = inconclusive; · = not tested or not shown.

Sequence of screens – FN deposition inh	EWS-Fli block	PglD inh	PGC1a acetyl inh	LGR2 inh	S100A4 inh HTS	ERAP1 HTS inh	PAX8 inh HTS
Cc1cccc2nc(-c3ccccc3)c(-c3ccc(CN4CCC(n5c(=O)[nH]c6ccccc65)CC4)cc3)nc12
  -3	3	·	·	4	-5	-2	33
COC(=O)[C@H]1[C@H](CO)[C@H]2Cn3c(cccc3=O)[C@@H]1N2C(=O)C1CCC1
  ·	1	-3	·	·	-2	1	·
c1ccc2c(c1)-c1cccc3cccc-2c13
  ·	-7	0	-2	-6	-6	2	·
Cc1ccc(NC(=O)[C@@H](NC(=O)N2C[C@H]3C[C@@H](C2)c2cccc(=O)n2C3)C(C)C)cc1
  ·	-4	-6	1	0	21	0	·
COC(=O)Cn1cc(C(=O)c2ccccc2F)c2ccccc21
  12	1	-1	-6	-5	-1	-1	20
CC(=O)Nc1ccccc1C(=O)C(=O)Nc1cccc(C(=O)N2CCC3(CC2)OCCO3)c1
  -2	-2	·	·	·	-6	-2	-5
O=C(c1ccccc1)N1Cc2cc(Br)ccc2-n2nncc2C1
  -4	-2	·	·	8	-4	2	10
CC1(C(O)(C#CCN2CCCCC2)c2ccccc2)CCCC1 (stereo not given)
  7	10	·	-23	-3	-1	4	14
CC1CCCCN1C(=O)Cn1cc(C=C2C(=O)N(C)C(=O)N(C)C2=O)c2ccccc21 (stereo not given)
  5	3	5	0	5	-19	-1	15
COC(=O)C1=C(c2ccc(F)cc2OCc2ccccc2)C[C@@H]2CC[C@H]1N2C(=O)NCc1ccc(N(C)C)cc1
  -3	-16	-1	·	14	-4	1	9
Clc1ccc2[nH]c3c(c2c1)CCNC3
  7	5	-6	3	5	-3	-1	-7
CN(C)c1ccc(/C=C/C=C2/C(=O)NC(=O)N(c3ccccc3)C2=O)cc1
  1	57*	·	·	·	-84	-1	32
CN1C2CCC1/C(=C/c1ccccn1)C(=O)/C2=C\c1ccccn1
  29	80*	2	78*	102*	-6	2	107*
CN1CCc2nc(N)c(C#N)c(-c3ccccc3)c2C1
  ·	-9	2	1	4	6	4	·
CCC(C)(O)C(=O)OC1C(=O)OC2CC3C(C)=CC(=O)C(O)C3(C)C3C4(O)OCC23C1C(C)C4O (stereo not given)
  16	19	·	80*	101*	3	-1	96*
Cc1nn(Cc2ccccc2)c(C)c1C=C1C(=O)NC(=S)NC1=O
  -6	-4	·	·	-6	-25	3	18
COC(=O)C1=C(c2ccc(F)cc2OCc2ccccc2)C[C@@H]2CC[C@H]1N2C(=O)NCc1ccccc1Cl
  10	8	0	-12	38	-8	-1	28
CCOC(=O)C1CCN(Cc2ccc(Cl)nc2)CC1
  -2	-14	9	3	-3	3	-2	-7
Cc1ccc(OP(=O)(NC(C)c2ccccc2)Oc2ccc(C)cc2)cc1 (stereo not given)
  -2	10	·	·	2	0	0	17
O=C(Cc1cccnc1)N1CCCCN2[C@@H](CO)[C@H](c3ccc(C#CC4CCCC4)cc3)[C@@H]2C1
  ·	1	1	-11	-6	8	7	-34
Nc1ccc(-c2ccc(N)cc2)cc1
  3	-11	1	2	-11	0	3	-8
O=C(NP(=O)(N1CC1)N1CC1)c1cc(I)ccc1I
  -28	-3	·	0	2	-1	-2	6
CCSC1=NN1c1cc(C)nc(N)n1
  -5	0	3	13	-7	-5	1	-3
COc1cc(/C=C/c2nc3ccccc3c(=O)n2-c2ccccc2O)ccc1O
  -4	10	-2	-11	2	-4	-2	-37
O=C(c1cccs1)N1CCC(C(=O)O)(c2ccccc2)CC1
  0	8	4	3	0	2	4	-4
CC1(CCl)CN1S(=O)(=O)c1ccccc1 (stereo not given)
  3	14	·	·	-8	2	1	15
COc1ccc2c(c1)C13CCN4CC5=CCOC6CC(=O)N2C1C6C5CC43 (stereo not given)
  ·	1	-3	5	·	1	-1	·
O=C1NC(=O)C(=Cc2ccc3c(c2)OCO3)C(=O)N1
  9	0	·	·	23	-3	2	3
COc1cccc(-c2ccc3c(c2)C2c4cnnn4-c4ccccc4C(=O)N2CC3)c1 (stereo not given)
  11	59*	·	·	-6	4	1	19
O=C(O)CCCc1ccc(N(CCCl)CCCl)cc1
  0	13	0	2	13	0	-5	-13
N#Cc1ccc(Cn2cc(C=O)c3ccccc32)cc1
  -1	28	-8	7	17	-5	-2	1
CNc1ccc2oc(C[C@H]3O[C@@]4(CC[C@H]3C)O[C@H]([C@H](C)C(=O)c3ccc[nH]3)[C@H](C)C[C@H]4C)nc2c1C(=O)O
  0	43	5	1	-10	3	2	81*
c1ccc(-c2ccc3c(c2)CNCc2cnnn2-3)cc1
  ·	-10	0	-10	-12	-4	-1	-31
Cc1ccc(CNC2=NCCS2)cc1
  -8	-3	·	·	7	-1	-6	-1
CC1OC(OC2CC(O)C3(CO)C4C(O)CC5(C)C(C6=CC(=O)OC6)CCC5(O)C4CCC3(O)C2)C(O)C(O)C1O (stereo not given)
  ·	68*	-1	81*	90*	8	0	·
O=C(c1ccc(-c2ccccc2)cc1)C1CCCN(Cc2ccn[nH]2)C1 (stereo not given)
  ·	-5	2	4	-6	2	-5	-21
Cc1cc(O)ccc1Cl
  -3	-6	·	·	-31	4	-3	0
COc1ccccc1N1C(=O)NC(=O)/C(=C\c2cnn(-c3ccccc3)c2)C1=O
  -4	15	5	-8	13	-8	3	-9
Cc1ccc(S(=O)(=O)N2CN3CCN(C3)C2)cc1
  1	·	-3	-1	·	·	·	-2
O=Cc1cn(Cc2cccc([N+](=O)[O-])c2)c2ccccc12
  4	7	·	·	87*	-7	0	32
CCCCNC(=O)Nc1ccc(C(O)(C(=O)OCC)C(F)(F)F)cc1 (stereo not given)
  0	·	-1	7	6	·	·	·
CCc1cc2c(cc1-c1csc(C/C(N)=N/O)n1)C(C)(C)CCC2(C)C
  1	9	-1	-13	1	43	-2	33
c1cc2c(cc1-c1ccc3c(c1)OCO3)CNCc1cnnn1-2
  1	-66	-5	9	-13	-2	5	-6
COC(=O)[C@H]1[C@H](CO)[C@H]2Cn3c(ccc(-c4cccc(F)c4)c3=O)[C@@H]1N2Cc1cccnc1
  ·	44	5	·	-2	2	-1	-33
O=C(c1cccc2ccccc12)C1CCCN(C2CCC2)C1 (stereo not given)
  -8	-5	·	-11	2	1	0	-2
COc1ccc(C(C)=O)cc1CC(C(=O)c1ccc(F)cc1)N(C)C (stereo not given)
  13	3	·	·	9	11	-1	-12
C=C(C)C(Cc1c(OC)ccc(C(=O)/C=C/c2ccc(O)cc2)c1O)OO (stereo not given)
  ·	-31	-4	-6	·	-3	3	·
O=C(O)c1cc2ccccc2oc1=O
  -5	-39	0	-9	-16	-3	2	-33
O=C(O)[C@@H]1[C@@H](CO)[C@@H]2Cn3c(ccc(C4=CCCCC4)c3=O)[C@H]1N2C(=O)Cc1ccccn1
  7	0	4	·	1	-5	4	5
CCOc1ccc(NC(=O)c2c(C)nn(Cc3ccccc3)c2Cl)cc1
  11	·	1	1	-2	·	·	-2
CCn1c(O)c(C=Nc2ccc(S(N)(=O)=O)cc2)c(=O)n(CC)c1=S
  7	-7	·	·	·	-34	0	15
COc1ccc(-c2ccc([C@H]3[C@@H](CO)N4CCCCN(C(=O)Cc5ccccc5)C[C@H]34)cc2)cc1
  ·	·	-1	-1	13	6	6	0
O=S(=O)(c1ccccc1)N1CCN2CCCC2C1 (stereo not given)
  4	6	-2	·	0	3	-2	18
Cc1cccc2nc(-c3ccccc3)c(-c3ccc(CN4CCC(n5c(=O)[nH]c6cc(Cl)ccc65)CC4)cc3)nc12
  -8	8	·	·	9	-9	-1	20
Clc1ccc(N2CC2c2ccncc2)cc1 (stereo not given)
  4	16	-1	6	5	-12	1	13
Cc1cc(OCC(=O)N2C[C@H]3C[C@@H](C2)c2cccc(=O)n2C3)c2c(C)cc(=O)oc2c1
  ·	6	8	11	·	18	1	·
COc1ccc(OC)c(C(c2c(O)c3ccccc3oc2=O)c2c(C)n(C)n(-c3ccccc3)c2=O)c1 (stereo not given)
  7	1	-4	6	-9	-11	1	-1
CS(=O)(=O)c1ccc(C2=C(CNC(=O)c3cccnc3)[C@H]3CC[C@@H](C2)N3Cc2ccccc2)cc1
  -6	0	-5	4	-5	1	14	-4
COC(=O)C1C(O)CC2CCC1N2C (stereo not given)
  ·	-4	-1	-14	6	-1	-6	·
COC1=CC(=O)O[C@@H](/C=C/c2ccccc2)C1
  0	-28	12	·	·	2	0	-11

Going on with the list.
Sequence of screens – FN deposition inh	EWS-Fli block	PglD inh	PGC1a acetyl inh	LGR2 inh	S100A4 inh HTS	ERAP1 HTS inh	PAX8 inh HTS
CCCCCCC(=O)c1c(O)n(-c2ccc(OC)cc2)c(=O)[nH]c1=O (tested in a mixture with another compound)
  2	12	·	·	-22	-12	3	-10
OC12ONC(c3ccccn3)C1N1CCC2CC1 (stereo not given)
  -8	-17	-7	·	-1	-16	-4	-17
CC(C)OC1CCCC(O)C1CC(=O)O (stereo not given)
  3	-2	4	1	-20	5	·	0
C=CCN1C(=O)/C(=C/c2cc(C)n(-c3ccccn3)c2C)C(=O)NC1=S
  8	·	·	·	30	-44	1	7
COc1ccccc1CCNC(=O)CCC(=O)N1CC2C[C@@H](C1)Cn1c2cccc1=O
  ·	-11	1	-2	-18	-4	-1	·
Cc1ccc(OP(=O)(O)Oc2ccc(C)cc2)cc1
  4	·	4	-2	·	·	·	11
CCCNC(=O)N1[C@@H]2c3ccc(-c4ccccc4OC)c(=O)n3C[C@H]1[C@H](CO)[C@H]2C(=O)OC
  8	1	1	·	-3	3	0	-1
CCN1CCN(Cc2cc(OC)c(OC)cc2[N+](=O)[O-])CC1
  ·	-10	·	·	-3	-6	0	·
CC(=NNC(=S)N1CC2CCC(CC2)C1)c1nccs1
  0	-32	·	19	-36	-1	0	-34
O=C1C=C2C=C[C@H]3C[C@]2(O1)[C@@H]1CCCCN13
  -15	-8	1	·	2	0	-6	13
CCN(C(=O)COC(=O)C(O)(c1ccccc1)c1ccccc1)c1c(N)n(Cc2ccccc2)c(=O)[nH]c1=O
  2	2	1	-4	9	-5	-1	-4
CCN(CC)CCN/N=C(\C)c1c(O)[nH]c(=O)[nH]c1=O
  5	0	-6	4	·	0	0	13
COc1cc2c(cc1OC)-c1c(OC)c(OC)cc3c1[C@H](C2)[N+](C)(C)CC3
  7	-5	0	3	-19	1	79*	-14
C=C1C(C)C2C(Cc3ccccc3)NC(=O)C23C(OC(C)=O)C=CC(C)(O)CC(C)CC=CC3C1O (stereo not given)
  45*	-11	·	32	-10	-3	0	?
CCCCC1(CCC)C(=O)NC(=S)NC1=O
  3	-3	-1	-3	·	0	-1	-17

Reformatted in markdown: entries from further up.
| mol | FN deposition inh | EWS-Fli block | PglD inh | PGC1a acetyl inh | LGR2 inh | S100A4 inh HTS | ERAP1 HTS inh | PAX8 inh HTS |
| --- | --- | --- | --- | --- | --- | --- | --- | --- |
| COc1cc(/C=C/c2nc3ccccc3c(=O)n2-c2ccccc2O)ccc1O | -4 | 10 | -2 | -11 | 2 | -4 | -2 | -37 |
| Cc1cc(O)ccc1Cl | -3 | -6 | · | · | -31 | 4 | -3 | 0 |
| COC(=O)[C@H]1[C@H](CO)[C@H]2Cn3c(cccc3=O)[C@@H]1N2C(=O)C1CCC1 | · | 1 | -3 | · | · | -2 | 1 | · |

Some of the compounds tested; rates above refer to the full screens.
